# Source: PubChem (several laboratories)
# MgcRacGAP inhibition – MgcRacGAP GTPase-activating activity inhibitors, confirmation, biochemical, ADP Hunter fluorescence. MgcRacGAP-stimulated Rac1 GTP hydrolysis, ADP Hunter fluorescence; higher % means a stronger effect; GST-tagged Rac1 F28L mutant substrate. inhibition, % at 30 µM; hits with a dose series show IC50 in µM. actives 0.6% (n = 340,000). AID 624330;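 active = first-screen hits whose inhibition reached a set limit at any dose in the follow-up dose series; inconclusive = inhibition above the set first-screen limit but never retested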;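 also: fluorescence reports GDP produced by GAP-driven GTP hydrolysis; strong numbers were not always called active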
# NS5 inhibitors – flavivirus cap methylation enzyme inhibition – biochemical, confirmation dose response, primary screen (AID 588689); Dengue-2 NS5 methyltransferase capping enzyme assay, biochemical; higher % means a stronger effect; one-dose inhibition, % at 25 µM; IC50 in µM for titrated hits; actives 0.3% (n = 340,000); in the data active = a potency from the dose series; inconclusive = inhibition above about 29% without an active follow-up result
# SV40 large T antigen – TAg ATPase/helicase activity blockers – biochemical (AID 1903). SV40 large T antigen ATPase/helicase inhibition assay; higher % means a stronger effect. inhibition, % at 20 µM; hits with a dose series show IC50 in µM. actives 0.39% (n = 310,000); in the data active = a potency from the dose series; inconclusive = inhibition mostly from about 32% at the one dose, without a potency; inactive = the rest, 99 in 100 with inhibition below about 32%; also: strong numbers were not always called active
# RSV CPE inhibition – RSV antiviral activity via CPE protection, HEp-2 cells, primary 10 µM value included (AID 2391); HEp-2 cells, RSV-induced CPE inhibition; higher % means a stronger effect; CPE inhibition, % at 10 µM, or IC50 in µM where a hit was titrated; actives 0.13% (n = 310,000); in the data active = a potency from the dose series; inconclusive = CPE inhibition mostly from about 23% at the one dose, without a potency; inactive = the rest, 99 in 100 with CPE inhibition below about 21%; also: strong numbers were not always called active
# HIV fusion peptide – inhibitors of HIV fusion peptide binding, primary screen, biochemical, uHTS, fluorescence dequenching (AID 1986). actives 0.3% (n = 290,000). inhibition, % at 20 µM; hits with a dose series show IC50 in µM. cell-free peptide binding, fluorescence dequenching, 30 min; higher % means a stronger effect; in the data active = inhibition mostly above about 52%, no sharp cut-off; inactive = mostly below about 76%; also: some results filed as inactive read as strong as hits
# GPR55 LPI antagonism – inhibition of LPI-stimulated GPR55 beta-arrestin translocation – imaging, U2OS, beta-arrestin-GFP, LPI agonist, primary screen (AID 2013); one-dose inhibition, % at 10 µM; IC50 in µM for titrated hits; U2OS GPR55 beta-arrestin-GFP translocation imaging, LPI antagonism; higher % means a stronger effect; actives 0.13% (n = 290,000);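 active = spots per cell inhibited over 60%, with over 100 cells counted and total cytoplasm intensity under 500,000; inconclusive = wells with under 100 cells, flagged as likely toxic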;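 also: U2OS cells stably carrying GPR55 and arrestin-GFP stimulated by 5 µM LPI near EC80; imaged beta-arrestin-GFP aggregate spots per cell after agonist stimulation; plate controls were LPI-stimulated DMSO wells for no effect and DMSO wells without LPI for full effect; some results filed as inactive read as strong as hits; confirmed hits need IC50 under 10 µM and bright autofluorescent wells are also inconclusive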
# GPR35 arrestin U2OS – inhibition of zaprinast-stimulated GPR35 beta-arrestin translocation – imaging, U2OS, beta-arrestin-GFP, zaprinast agonist, primary screen (AID 2058) | U2OS GPR35 beta-arrestin-GFP translocation imaging, zaprinast antagonism; higher % means a stronger effect | actives 0.052% (n = 290,000) | inhibition, % at 10 µM, or IC50 in µM where a hit was titrated;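 active = inhibition of at least 50% with at least 30 cells and total cytoplasm GFP at most 10,000,000; inconclusive = under 30 cells or total GFP of 10,000,000 plus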
# UTI89 phage lysis – protection from phage-mediated lysis, alamar blue read-out – E. coli UTI89, K1F phage, bacterial capsule biogenesis inhibitors (AID 488966); E. coli UTI89 K1F phage lysis, alamar blue, 2 h; higher % means a stronger effect; one-dose inhibition, % at 100 µM; IC50 in µM for titrated hits; actives 0.02% (n = 340,000);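 active = phage lysis inhibition, versus mean bacterial control, above a set limit; inconclusive = no clear call, values can overlap the other calls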;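 also: capsule biogenesis inhibitors block K1F phage lysis so surviving cells raise fluorescence; higher fluorescence means more inhibition of phage lysis; actives were called in the ten point dose series up to 300 µM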
# PhoP inhibition – inhibitors of PhoP regulon expression, primary screen, Salmonella Typhimurium, GFP reporter (AID 1863); S. Typhimurium PhoP-regulated promoter GFP reporter, 4 h; higher % means a stronger effect; inhibition, % at 50 µM; hits with a dose series show IC50 in µM; actives 0.16% (n = 300,000);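 active = inhibition over 29.93%, a cutoff 3 SD above the screen mean, later confirmed by dose response; inconclusive = inhibition over 29.93% but no dose response follow-up; inactive = inhibition at most 29.93% or unconfirmed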;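 also: 0% = low Mg2+ inducing control and 100% = high Mg2+ repressing control; strong numbers were not always called active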
# Numbers without * were called inactive; ? = inconclusive; nt = no result given; & = joins results of further samples; [ ] = dose if it differs, or a comment. Rows are unselected; overall some 1.5% were active at least once.
SMILES,MgcRacGAP inhibition,NS5 inhibitors,SV40 large T antigen,RSV CPE inhibition,HIV fusion peptide,GPR55 LPI antagonism,GPR35 arrestin U2OS,UTI89 phage lysis,PhoP inhibition
CCOC(=O)/C(=C/C=C1\Sc2cc(OCC)c(OCC)cc2N1CC)C(C)=O,13%,?,-6%,1.8%,141%,17%,18%,-0.8%,-16%
Cc1ccc(NS(=O)(=O)c2cc(C(=O)O)ccc2Cl)cc1,6%,0%,3%,2.6%,-1.2%,6%,17%,1.6%,7%
COc1ccc(C(C(=O)NC2CCCC2)N(C(=O)c2csnn2)C2CCCC2)cc1 (centres undefined),5%,-12%,23%,0.4%,1.5%,-2%,-9%,0.5%,-3%
CCCN1C(=O)CN(C2CCCCCC2)C(=O)C1c1ccc(C)cc1 (centres undefined),4%,0%,2%,-1.0%,-0.4%,12%,8%,-0.8%,-6%
CCOC(=O)C1=C(N)Oc2ccc3ccccc3c2C1c1ccc(O)c(OC)c1 (centres undefined),10%,-1%,0%,?,-0.3%,-1%,-4%,1.4%[50 µM],18%
CC(C)n1c(O)c(N=NC(=O)CNC(=O)c2cccnc2)c2ccccc21,7%,1%,6%,1.6%,-1.3%,-7%,-22%,0.4%,-4%
Cc1cc(C)c(C#N)c(N2CCN(C(=O)C3COc4ccccc4O3)CC2)n1 (centres undefined),4%,0%,nt,0.4%,nt,nt,nt,0.2%[50 µM],nt
O=C(N/N=C/c1ccncc1)c1ccccc1,12%,-4%,7%,1.4%,-3.4%,-4%,-14%,1.4%,1%
N#CCSc1nc(-c2ccccc2)nc2ccccc12,11%,-6%,57%,2.8%,-2.0%,6%,-7%,-0.7%,6%
COc1ccc2oc(-c3ccccc3)c(C(=O)O)c2c1,-1%,1%,-5%,1.3%,1.1%,-4%,0%,-0.2%,6%
CCn1ncc(Br)c1C(=O)Nc1ccc(-c2ccno2)cc1,5%,-13%,-30%,4.6%,-0.1%,-12%,0%,0.1%,5%
CCCCN(C)CCCNC(=O)C1CCC(CNS(=O)(=O)c2c(C)cc(C)cc2C)CC1 (centres undefined),10%,-4%,6%,-4.0%,1.4%,10%,5%,0.1%,-5%

# 12 neighbouring entries from above, quoted:
SMILES,MgcRacGAP inhibition,NS5 inhibitors,SV40 large T antigen,RSV CPE inhibition,HIV fusion peptide,GPR55 LPI antagonism,GPR35 arrestin U2OS,UTI89 phage lysis,PhoP inhibition
CCOC(=O)/C(=C/C=C1\Sc2cc(OCC)c(OCC)cc2N1CC)C(C)=O,13%,?,-6%,1.8%,141%,17%,18%,-0.8%,-16%
Cc1ccc(NS(=O)(=O)c2cc(C(=O)O)ccc2Cl)cc1,6%,0%,3%,2.6%,-1.2%,6%,17%,1.6%,7%
COc1ccc(C(C(=O)NC2CCCC2)N(C(=O)c2csnn2)C2CCCC2)cc1 (centres undefined),5%,-12%,23%,0.4%,1.5%,-2%,-9%,0.5%,-3%
CCCN1C(=O)CN(C2CCCCCC2)C(=O)C1c1ccc(C)cc1 (centres undefined),4%,0%,2%,-1.0%,-0.4%,12%,8%,-0.8%,-6%
CCOC(=O)C1=C(N)Oc2ccc3ccccc3c2C1c1ccc(O)c(OC)c1 (centres undefined),10%,-1%,0%,?,-0.3%,-1%,-4%,1.4%[50 µM],18%
CC(C)n1c(O)c(N=NC(=O)CNC(=O)c2cccnc2)c2ccccc21,7%,1%,6%,1.6%,-1.3%,-7%,-22%,0.4%,-4%
Cc1cc(C)c(C#N)c(N2CCN(C(=O)C3COc4ccccc4O3)CC2)n1 (centres undefined),4%,0%,nt,0.4%,nt,nt,nt,0.2%[50 µM],nt
O=C(N/N=C/c1ccncc1)c1ccccc1,12%,-4%,7%,1.4%,-3.4%,-4%,-14%,1.4%,1%
N#CCSc1nc(-c2ccccc2)nc2ccccc12,11%,-6%,57%,2.8%,-2.0%,6%,-7%,-0.7%,6%
COc1ccc2oc(-c3ccccc3)c(C(=O)O)c2c1,-1%,1%,-5%,1.3%,1.1%,-4%,0%,-0.2%,6%
CCn1ncc(Br)c1C(=O)Nc1ccc(-c2ccno2)cc1,5%,-13%,-30%,4.6%,-0.1%,-12%,0%,0.1%,5%
CCCCN(C)CCCNC(=O)C1CCC(CNS(=O)(=O)c2c(C)cc(C)cc2C)CC1 (centres undefined),10%,-4%,6%,-4.0%,1.4%,10%,5%,0.1%,-5%

# (list continues)
SMILES,MgcRacGAP inhibition,NS5 inhibitors,SV40 large T antigen,RSV CPE inhibition,HIV fusion peptide,GPR55 LPI antagonism,GPR35 arrestin U2OS,UTI89 phage lysis,PhoP inhibition
CCOC(=O)c1ccccc1NC(=O)CSc1nnc(Cc2cccn2C)n1-c1ccc(C)cc1,-2%,1%,5%,4.0%,-2.1%,26%,1%,-1.2%,-17%
CCCn1c(SCC(=O)NC(C)C23CC4CC(CC(C4)C2)C3)n[nH]c1=O (centres undefined),7%,1%,1%,0.1%,0.4%,-11%,8%,4.6%[50 µM],-8%
Cc1cc(C(=O)OCC(=O)Nc2c(F)cccc2F)c(C)n1-c1ccccc1,4%,-4%,5%,2.9%,-0.2%,-4%,-18%,2.7%,6%
CN(CC(=O)Nc1ccc(F)c(F)c1F)C(=O)C1=NN(c2ccccc2)C(=O)CC1,-1%,-6%,nt,-0.6%,nt,nt,nt,0.5%[50 µM],nt
O=C(c1ccccc1)C1CCc2occc2C1=O (centres undefined),7%,-2%,4%,0.6%,4.0%,-8%,2%,0.4%,12%
CC(C)CC1CC(C)(c2csc(NNC(=O)c3ccccc3)n2)OC1=O (centres undefined),0%,0%,12%,21%,-1.0%,-3%,0%,0.6%,1%
Cc1cccc(Oc2ncc(-c3ccc(Cl)cc3)cn2)c1,9%,1%,3%,0.3%,-1.5%,-9%,-20%,0.7%,-2%
CC(C)c1ccc(N(CC(=O)NC2CCCC2)C(=O)CCC(=O)Nc2ccccn2)cc1,-2%,-7%,4%,2.2%,1.5%,22%,4%,0.5%,0%
CNc1c(N)n(Cc2ccccc2)c(=O)[nH]c1=O,-5%,17%,11%,0.0%,5.5%,-3%,-7%,-0.1%,-4%
CC(Nc1ccccc1N1CCCCC1)C(=O)N1CCc2ccccc21 (centres undefined),2%,1%,-6%,15µM*,0.5%,4%,-5%,0.3%,-3%
CC1(c2nnc(-c3ccc(F)cc3)o2)CC(c2ccccc2)=NO1 (centres undefined),6%,0%,9%,1.2%,-0.9%,11%,-12%,-1.9%,-4%
N/C(=N\O)c1ccccc1N1CCCCC1,11%,-5%,3%,2.7%,-2.3%,-5%,-4%,0.4%,7%

# 3 structures already listed, sorted by count of non-hydrogen atoms, ascending.
SMILES,MgcRacGAP inhibition,NS5 inhibitors,SV40 large T antigen,RSV CPE inhibition,HIV fusion peptide,GPR55 LPI antagonism,GPR35 arrestin U2OS,UTI89 phage lysis,PhoP inhibition
N/C(=N\O)c1ccccc1N1CCCCC1,11%,-5%,3%,2.7%,-2.3%,-5%,-4%,0.4%,7%
CC(Nc1ccccc1N1CCCCC1)C(=O)N1CCc2ccccc21 (centres undefined),2%,1%,-6%,15µM*,0.5%,4%,-5%,0.3%,-3%
CCOC(=O)c1ccccc1NC(=O)CSc1nnc(Cc2cccn2C)n1-c1ccc(C)cc1,-2%,1%,5%,4.0%,-2.1%,26%,1%,-1.2%,-17%

# (cont.)
SMILES,MgcRacGAP inhibition,NS5 inhibitors,SV40 large T antigen,RSV CPE inhibition,HIV fusion peptide,GPR55 LPI antagonism,GPR35 arrestin U2OS,UTI89 phage lysis,PhoP inhibition
CCc1nc(SCC(=O)Nc2ccnc3ccccc23)n[nH]1,4%,3%,6%,14%,2.9%,-3%,8%,3.4%,5%
CC1CCCC(NC(=O)COC(=O)CCC2CCCC2)C1C (centres undefined),0%,1%,7%,1.7%,-1.8%,12%,6%,1.8%,-10%
CCCc1nnc(NC(=O)c2cccc(OC)c2)s1,8%,-4%,8%,2.8%,1.8%,-5%,-10%,0.1%,-3%
Nc1ccc(C(=O)O)c(O)c1,18%&5%&4%,-4%&-1%&1%,?,0.8%&0.5%&-0.3%,0.2%&14%,-4%&4%&2%,-2%&-19%&1%,1.6%&8.8%&2.8%,-7%&5%&-5%&0%
CCc1cc2c(=O)c(-c3cnn(-c4ccccc4)c3)c(C)oc2cc1OCC(=O)Nc1ccc(F)c(F)c1,9%,-2%,18%,6.1%,3.2%,10%,-2%,0.7%,-4%
CCn1c(SCc2ccc(Cl)cc2)nnc1-c1ccccc1,4%,-2%,2%,14%,-1.4%,33%,1%,-0.2%,6%
N#Cc1ncc(Cl)c2ccccc12,-10%,2%,5%,nt,-1.3%,-7%,3%,-0.9%,-3%
C#CCOCCOCCOCCNc1nc(N2CCN(C(=O)[C@H](CCC(=O)O)n3cc(C(N)CC(C)C)nn3)CC2)nc(N2CCN(C(=O)[C@H](Cc3ccc(O)cc3)n3cc(C(N)[C@H](C)CC)nn3)CC2)n1 (some centres undefined),nt,nt,3%,1.0%,-0.5%,13%,-2%,nt,-6%
CC(=O)c1cccc(NC(=O)Nc2nc(C)cc(C)n2)c1,9%,-6%,4%,1.5%,-0.5%,-13%,-5%,1.1%[50 µM],-7%
Cc1cc(C)c(C)c(/C=C(/C#N)C(N)=S)c1C,5%,-3%,6%,6.2%,-0.2%,-2%,8%,5.1%,14%
COc1ccc(-n2nc(C(=O)Nc3ccc4c(c3)OCO4)c3c4ccccc4n(C)c3c2=O)cc1,4%,-4%,nt,4.7%,1.6%,16%,3%,-6.0%,nt
CC(C)Nc1nnc(SC(C)C(=O)Nc2ccc(N3CCOCC3)cc2)s1 (centres undefined),9%,-6%,nt,2.8%,nt,nt,nt,-0.8%,nt
CCOC(=O)C(CC)(CC)C(=O)/C=C/c1ccc(OC)cc1,-5%,-10%,8%,4.9%,0.5%,6%,0%,-0.6%,-10%
Cc1ccccc1NC(=O)c1cccc(NC(=O)CCC(=O)O)c1,6%,7%,-5%,0.4%,1.6%,10%,10%,0.6%,5%
CCN1C(=C2C(=O)c3ccccc3C2=O)C=Cc2ccccc21,5%,-14%,10%,2.4%,3.2%,-16%,-10%,0.3%,-13%
COc1ccc(OC)c(N2C(=O)[C@@H]3C(c4ccccc4Cl)=NO[C@@H]3C2=O)c1,22%,23%,12%,1.0%,0.5%,22%,2%,0.1%,9%
Oc1c(C(c2cccs2)N2CCOCC2)sc2ncnn12 (centres undefined),0%,-1%,6%,0.3%,-0.2%,11%,-9%,9.0%,-1%
